From PubChem BioAssay
E-sel TNF inh = E-selectin induction blockers in HUVEC – imaging, immunofluorescence, high content, primary screen; 120,000 compounds, 0.71% hits; HUVEC TNFa-induced E-selectin immunofluorescence; AID 1246, 2008; inhibition, % at 2 µM;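 active = inhibition above the batch mean plus 3 SD, and confirmed as a hit on visual image review, cut at about 43% in these data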;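 note: 0% = TNF-stimulated DMSO wells and 100% = unstimulated control wells; not every result past the cut was called active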
Measles CPE = compounds protecting cells from measles virus cytopathic effect, primary screen, measles RdRp inhibitor project, single point, MLSMR library, absorbance; 140,000 compounds, 1.5% hits; AID 841, 2007; Measles virus-infected cells, CPE protection; protection (pct of control), % at 4 µM; in the data active = protection mostly above about 24%, no sharp cut-off; inactive = mostly below about 26%; note: some compounds called inactive have numbers as strong as hits
GALR2 antag = GALR2 antagonists in receptor-expressing cells, primary screen; Galanin receptor type 2 (Homo sapiens), O43603; antagonist mode; inhibition, % at 4 µM; 140,000 compounds, 0.39% hits; in the data active = inhibition above about 27%;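 note: cells stimulated with galanin 1-16 at roughly its EC80; 0% = agonist challenge control and 100% = basal control without agonist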
Target sequence (O43603 whole entry, looked up): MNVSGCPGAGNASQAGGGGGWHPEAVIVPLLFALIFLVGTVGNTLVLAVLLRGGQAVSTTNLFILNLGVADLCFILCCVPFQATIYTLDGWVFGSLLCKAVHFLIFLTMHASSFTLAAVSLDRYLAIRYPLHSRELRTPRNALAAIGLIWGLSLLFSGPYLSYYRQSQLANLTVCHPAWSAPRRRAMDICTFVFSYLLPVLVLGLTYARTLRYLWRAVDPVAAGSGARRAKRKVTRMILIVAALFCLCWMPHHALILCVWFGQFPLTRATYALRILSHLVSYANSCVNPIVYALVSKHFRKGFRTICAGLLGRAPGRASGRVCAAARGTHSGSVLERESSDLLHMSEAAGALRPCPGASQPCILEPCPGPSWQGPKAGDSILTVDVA
Yeast growth inh = growth inhibitors of yeast BB579 in restrictive medium, primary screen, yeast lifespan-shortening project, S. cerevisiae. OD615, 48 h. inhibition, % at 10 µM. 140,000 compounds, 0.51% hits. AID 804, 2007;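 active = inhibition above a set limit, 3 SD over the mean compound inhibition, cut at about 44% in these data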; note: inactives centre near -24
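test system = yeast BB579 (DeaD) | buffer or medium = restrictive CSMM-D medium | doses = single compound dose of 10 µM, 0.25% DMSO final | times = 4 h preincubation and 48 h exposure at 30 °C | technique = culture absorbance at 615 nm | benchmarks = amphotericin B 10 µg/mL, positive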
Yeast lifespan up = compounds extending yeast replicative lifespan, primary screen, S. cerevisiae, OD615 | S. cerevisiae growth with nicotinamide; deaD strain in restrictive glucose medium | inhibition of the nicotinamide effect, % at 10 µM | 130,000 compounds, 0.68% hits;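 active = inhibition above a set limit, placed 3 SD over the median of all compounds, cut at about 26% in these data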;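 note: 0% = nicotinamide-treated wells and 100% = cells grown without nicotinamide; some compounds called inactive have numbers as strong as hits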
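Material: Modified budding yeast, DeaD strain | Medium: Restrictive glucose medium | Probe or stimulus: 1.5 mM nicotinamide | Dosing: Single dose 10 µM compound, 0.25% DMSO | Times: 48 h at 30 °C | Technique: OD615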
NPY-Y2 antag = NPY-Y2 receptor antagonists, primary screen, cell-based. Neuropeptide Y receptor type 2 (Homo sapiens), P49146. NPY-Y2 expressing cells, antagonist mode. inhibition, % at 2.7 µM. 140,000 compounds, 0.99% hits; in the data active = inhibition above about 17%;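 note: 0% = vehicle with agonist challenge and 100% = reference antagonist with challenge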
Target sequence (P49146 whole entry, looked up): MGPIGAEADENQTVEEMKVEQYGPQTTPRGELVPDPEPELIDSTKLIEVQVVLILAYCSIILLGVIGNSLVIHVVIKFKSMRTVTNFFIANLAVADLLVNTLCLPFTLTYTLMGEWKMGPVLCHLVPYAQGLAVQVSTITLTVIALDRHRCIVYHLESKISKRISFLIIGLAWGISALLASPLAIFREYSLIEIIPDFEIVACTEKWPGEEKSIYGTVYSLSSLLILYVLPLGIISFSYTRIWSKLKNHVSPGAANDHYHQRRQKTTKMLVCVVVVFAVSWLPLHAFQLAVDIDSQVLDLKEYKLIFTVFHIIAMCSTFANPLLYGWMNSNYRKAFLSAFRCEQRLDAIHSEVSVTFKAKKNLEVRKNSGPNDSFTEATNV
Phagocytosis inh = inhibitors of macrophage phagocytosis, primary screen, imaging, J774A.1 cells, IgG beads; J774A.1 macrophage IgG-bead phagocytosis; inhibition, % at 5 µM; 110,000 compounds, 0.07% hits; AID 1029, 2008;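 active = inhibition above the mean of the plate negative controls plus 5 SD, cut at about 13% in these data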;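 note: phagocytic index as fraction of beads internalized from green versus red external bead signal; plate controls were DMSO negative control for no effect and cytochalasin-D positive control for full effect; some results beyond the cut were filed as inactive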
MRP1 act = H69AR viability gain despite doxorubicin, primary screen, MRP-1 activator project, H69AR cells, CellTiter-Glo. viability rescue. viability increase, % at 10 µM. 140,000 compounds, 0.61% hits. AID 799, 2007;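 active = viability gain under doxorubicin at or above a set limit, the compound median plus 3 SD, cut at about 4.7% in these data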;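 note: MRP-1 overexpressing cells given doxorubicin 25 µM after compound pretreatment; 18-22 h compound pretreatment then 72 h with doxorubicin before readout; 0% = doxorubicin-only wells and 100% = vehicle-treated cells without doxorubicin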
HCT116 bCat-KO = primary screen for growth suppressors in beta-catenin knockout HCT116 cells (colon tumor, human) | HCT116 beta-catenin knockout viability, CellTiter-Glo, 60 h; active compounds read low | viability, % at 10 µM | 140,000 compounds, 1.5% hits | AID 818, 2007;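 active = viability at or under a set limit, the compound median less 4 SD, cut at about 6% in these data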;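 note: 0% = Hyamine 1622 control at 20 µM and 100% = untreated cell control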
HCT116 PTEN-null = growth suppression of PTEN-null HCT116, primary screen, cell-based, CellTiter-Glo. HCT116 PTEN-null viability, 60 h; active compounds read low. viability, % at 10 µM. 140,000 compounds, 1.2% hits. AID 827, 2007;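 active = viability at or below a set limit, 4 SD under the median of all tested compounds, cut at about 3.7% in these data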;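 note: PTEN knockout HCT116 line with beta catenin targeted HCT116 as companion control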
An asterisk follows results filed as active; / = not tested or not shown. Hits appear at their usual frequency; overall some 6.2% were active at least once.

canonical_smiles	Yeast growth inh	HCT116 bCat-KO	MRP1 act	Phagocytosis inh	HCT116 PTEN-null	Yeast lifespan up	E-sel TNF inh	NPY-Y2 antag	Measles CPE	GALR2 antag
CC(CCc1ccccc1)NC(=O)Cc1ccccc1 (stereo not given)	-29.4	89.1	-1.1	0.8	93.8	5.7	/	1.8	4.0	8.0
CCOC(=O)CC1=C(C(=O)OCC)C(c2ccc(OC)c(OC)c2)C(C#N)=C(N)O1 (stereo not given)	-35.4	96.2	-0.3	-0.1	98.8	-4.3	-12.9	2.1	3.4	-5.2
CCC(C(=O)OCC(=O)Nc1ccc(SC(F)F)cc1)c1ccccc1 (stereo not given)	-24.2	84.5	-1.8	-3.0	87.4	-1.0	/	-0.4	14.0	-6.8
CCOC(=O)c1c(C)oc2ccc(OCC(=O)C(C)(C)C)cc12	-37.7	92.8	-1.2	2.4	93.1	-7.4	4.3	4.2	10.0	14.7
COc1cccc(N2CCN(Cc3ccsc3)CC2)c1	-17.1	86.7	-1.0	-0.4	75.7	-3.8	/	2.0	28.9	-12.9
COc1ccc(NC(=O)Nc2ccc(C)cc2OC(F)F)cc1OC	-11.7	91.8	-1.4	-0.6	77.6	-11.6	-12.9	3.8	23.7	7.0
CCN1CCCC(OC(=O)Nc2ccccc2)C1 (stereo not given)	-34.9	96.1	-2.8	-3.3	86.1	-7.3	35.8	1.6	3.3	8.1
Cc1ccc(-n2c(C)cc(/C=N/Nc3ccc([N+](=O)[O-])cn3)c2C)c(C)c1	-2.0	59.3	-3.9	-2.3	55.8	-15.0	16.6	-2.3	11.1	-0.3
CN1CCn2c1nc(N1CCOCC1)nc2=O	-21.1	98.2	-0.8	-1.7	100.4	-16.2	-18.9	0.5	10.1	6.1
COc1ccc(/C=C(/NC(=O)/C=C/c2ccccc2)C(=O)N2CCOCC2)cc1	-4.8	97.7	1.1	1.8	104.0	0.2	/	0.1	10.8	7.3
Cc1ccc2c(c1)c1ncn(CCC3=CCCCC3)c(=O)c1n2C	-0.6	80.0	-3.7	-0.4	73.5	-19.2	/	3.8	3.0	-1.2
CC(C)C(c1nnnn1Cc1ccco1)N1CCN(c2nc3ccccc3s2)CC1 (stereo not given)	-38.8	78.6	-2.1	-1.0	66.8	3.0	-9.8	4.4	6.3	-5.5
CC(C)Sc1nc2c(c(=O)n(C)c(=O)n2C)n1C	-49.1	98.4	-1.6	-0.6	106.4	-0.6	-33.6	2.4	5.5	-4.2
CCOC(=O)C1CCN(C(=O)CCc2c(C)nc3ncnn3c2C)CC1	-31.1	93.3	-2.3	-0.1	98.1	-4.7	/	-0.2	8.2	-0.1
CCOC(=O)N1CCN(S(=O)(=O)c2cccc3cccnc23)CC1	-19.4	98.4	-1.2	-0.6	99.8	-3.2	11.5	1.9	21.2	0.4
Fc1ccccc1/C=N/NC(=S)Nc1ccc(Cl)cc1Cl	-6.6	23.9	-4.4	/	20.4	1.3	/	10.3	15.9	3.7
CCc1c(C#N)c(SCc2c(C)noc2C)nc2c1C(=O)CC(C)(C)C2	-0.6	64.0	-4.0	0.5	63.6	13.7	13.4	10.6	13.3	-12.1
Cc1ccc(S(=O)(=O)NC2=NCCC2)cc1	-16.4	99.8	-1.9	-2.9	100.2	-7.2	-23.7	1.3	8.8	7.4
N#Cc1ccc(COC(=O)CSc2nnc(N)s2)cc1	-26.1	90.5	-1.0	-1.7	101.8	-2.3	-2.6	-2.5	9.2	-19.4
CCN(c1cccc(C)c1)S(=O)(=O)c1ccc2[nH]c(=O)c(=O)[nH]c2c1	1.8	98.7	-2.2	-0.6	93.6	-15.6	3.5	0.2	5.1	-5.6
CC1(C)Cc2nc3sc4c(=O)n(CC(=O)NCc5ccco5)cnc4c3cc2CO1	-7.2	42.5	-2.7	1.0	40.1	-5.2	-83.1	1.8	3.9	14.8
COc1ccccc1NC(=O)CN1CCN(CC(=O)Nc2ccc3c(c2)OCCO3)CC1	-38.1	87.3	-5.9	-2.1	85.1	1.5	-10.0	-1.5	4.7	6.9
O=C(O)C1CC(O)CN1S(=O)(=O)c1cccs1 (stereo not given)	-25.6	100.8	2.7	/	97.9	-1.3	16.2	0.8	25.1	-4.7
CCOC(=O)c1ccccc1NC(=O)Cn1cnc2c(cnn2-c2ccc(F)cc2)c1=O	-49.9	105.8	0.7	-2.0	115.5	-1.5	/	0.9	6.0	-15.4
S=C(Nc1ccc(OCc2ccccc2)cc1)Nc1cccc(Cl)c1Cl	-40.9	88.7	1.8	-3.7	90.0	2.8	17.0	1.8	5.0	-12.2
Cc1oc(-c2ccccc2)nc1CS(=O)CC(=O)O (stereo not given)	1.2	97.6	-1.0	-0.4	92.1	-10.7	/	0.9	18.7	-5.7
CCOC(=O)c1ccccc1NC(=O)CSc1nc2ccccc2o1	-40.9	90.6	2.6	-0.6	100.1	-16.5	-17.7	11.4	11.3	5.0
COc1cc(OC)nc(NC(=O)CSc2nc3ccccc3[nH]2)n1	-102.4	108.0	-0.4	1.4	106.4	-9.7	-21.4	3.3	8.0	-7.4
COCCCN(C(=S)Nc1cc(C)cc(C)c1)C(C)c1ccncc1 (stereo not given)	-14.4	92.4	-2.6	-3.7	93.1	2.0	-1.9	0.6	0.4	19.6
Nc1ccc(N2CCCCCC2)cc1	-42.8	7.1	-5.3	1.1	12.9	9.2	/	-0.2	35.5	-3.5
O=C(Nc1cc(Sc2nc3ccccc3s2)cc([N+](=O)[O-])c1)c1ccccc1	-2.1	38.7	-1.9	3.5	39.1	-2.8	/	-0.9	8.0	-7.0
O=C(CCc1ccccc1)Nc1ccc2c(c1)OCCO2	-11.2	97.8	-2.2	1.5	101.7	5.4	-0.4	-1.5	15.0	-6.5
COC(=O)c1cc(C#N)c(Oc2ccccc2OC)nc1C	-0.6	88.8	-2.5	-1.3	88.4	-18.4	30.1	1.9	6.0	5.0
COc1ccc(NC(=O)C(F)(F)F)cc1OC	-32.3	91.0	-0.7	/	95.8	-25.0	-19.4	-1.6	26.4	0.5
O=c1c2c3c(sc2nc(NCCO)n1CCc1ccccc1)CCCCC3	-8.8	30.6	-2.2	-5.1	27.2	-9.8	/	-3.7	/	4.4
Cc1ccc(S(=O)(=O)N(CC(=O)N2CCC(C)CC2)Cc2ccccc2F)cc1	-28.6	85.6	-0.7	-1.9	79.7	10.9	-10.2	1.4	24.2	5.5
CCn1cc(C(=O)N2CCc3ccccc32)c(=O)c2cc(S(=O)(=O)N3CCCC3)ccc21	-29.9	87.5	-3.1	-2.9	92.4	1.4	-5.6	-1.5	3.6	10.8
O=C(c1cc(C2CC2)nc2ccc(Br)cc12)N1N=C(C(F)F)CC1(O)C(F)F (stereo not given)	-28.4	19.4	-6.6	/	5.9	/	-17.1	-4.6	6.5	5.3
COc1ccc(-c2cc(C(F)(F)F)c(C#N)c(SCC(=O)Nc3ccccc3C#N)n2)cc1	-49.3	3.2*	-2.3	-0.5	4.9	-14.4	-12.6	2.9	4.0	12.6
CCCCCC1CCC(C(=O)O)CC1 (stereo not given)	52.1*	102.8	-1.8	1.0	94.9	-6.7	/	12.1	8.8	4.2
CC(C)c1ccc(Nc2nnc(SCC(=O)c3nnc(-c4ccccc4)o3)s2)cc1	-58.8	96.1	-1.0	4.3	102.1	-3.9	-33.9	12.7	2.1	-4.0
CCCNC(=O)Cc1c(O)c2ccccc2[nH]c1=O	-6.1	101.6	-0.6	/	95.5	-7.8	6.6	-1.8	4.9	2.0
COc1ccc(C(C[N+](=O)[O-])C2(c3ccc(OC)c(OC)c3)C(=O)c3ccccc3C2=O)cc1 (stereo not given)	-2.8	2.5*	-4.0	6.8	2.1*	15.9	17.5	4.4	0.1	21.2
Cc1ccc(OCC(=O)NN=C2c3ccccc3-c3ccccc32)cc1	-25.8	73.2	-2.9	1.1	35.3	-3.7	-45.2	4.6	3.4	-2.5
Cc1ccc(-n2nc(C)cc2Nc2ncc(Cl)cc2Cl)cc1	-3.8	74.3	-1.9	-10.2	75.3	-2.2	-4.3	2.7	10.5	-1.3
CC(C)(C)c1cc(NC(=O)CSc2nnc(N)s2)n(-c2ccccc2)n1	-20.1	76.5	-2.0	0.3	90.4	6.6	/	1.6	12.8	-11.6
Cc1cc(N2CCCC(C(=O)Nc3ccc4c(c3)CCC4)C2)n2ncnc2n1 (stereo not given)	-12.1	67.1	-2.6	0.1	70.3	-29.2	-6.1	2.4	4.5	5.3
CC1CCN(C(=O)CSc2nnc(-c3cccnc3)n2C2CCCCC2)CC1	-29.3	99.6	-1.3	-0.5	100.3	-7.2	23.4	-0.1	2.3	6.8
O=C(CCSc1ccc(F)cc1)Nc1ccc(-n2cnnn2)cc1	-38.4	103.4	-1.3	0.5	92.1	-10.5	/	-2.4	5.0	6.8
CN1CC(=O)Nc2ccc(F)cc2C1=O	-31.9	87.8	-1.5	0.4	98.7	-3.4	-18.4	1.4	32.4	1.8
NC(=O)NC(=O)COC(=O)CN1C(=O)C2CCCCC2C1=O (stereo not given)	-28.5	93.8	-0.7	-3.4	83.8	-1.5	17.3	-2.1	23.7	3.9
COc1ccc(/C=C/C(=O)Nc2cc(C)nn2-c2nc3ccccc3[nH]2)cc1	-8.0	27.4	-1.9	-3.4	25.9	-1.1	17.0	2.5	13.1	0.4
Cc1ccc(-n2ncc3c(=O)[nH]c(SCC(=O)N4CCOCC4)nc32)cc1	-47.0	86.9	-2.0	-1.1	104.4	-13.5	/	-1.2	6.0	-4.6
CC(=O)c1nn(-c2ccc(Br)cc2)cc1C(=O)c1ccccc1	-34.5	57.8	-2.0	0.7	74.0	2.7	/	6.9	6.8	10.5
Cc1ccc(NCN2C(=O)C3C4C=CC(C4)C3C2=O)cc1 (stereo not given)	5.7	99.6	-3.5	-1.0	90.3	-14.5	14.8	1.2	4.5	7.3

Reprinted from the entries so far, 2 compounds:
canonical_smiles	Yeast growth inh	HCT116 bCat-KO	MRP1 act	Phagocytosis inh	HCT116 PTEN-null	Yeast lifespan up	E-sel TNF inh	NPY-Y2 antag	Measles CPE	GALR2 antag
CC(C)c1ccc(Nc2nnc(SCC(=O)c3nnc(-c4ccccc4)o3)s2)cc1	-58.8	96.1	-1.0	4.3	102.1	-3.9	-33.9	12.7	2.1	-4.0
CCCNC(=O)Cc1c(O)c2ccccc2[nH]c1=O	-6.1	101.6	-0.6	/	95.5	-7.8	6.6	-1.8	4.9	2.0
